# uPA surface inh: cell surface uPA generation inhibition; cell surface uPA generation assay, qHTS; Potency, µM (top dose mostly 38.3 µM), for inactives: at the top dose activity change, negative = inhibition, hits mostly inhibitors; 0.31% of 330,000 active; AID 540303; active means well fitted inhibition curve with a large enough effect; inconclusive means small, poorly fitted or top-dose-only effect; inactive means no such curve, though single readings can be large or run the other way; tested in mouse RAW 264.7 cells; further: on the % scale 0 is the no-effect control and ±100 the full control effect; nearly all actives have a fitted effect of over 55% in size
# NPC1 prom act: NPC1 promoter activation | Huh7 NPC1 promoter luciferase reporter, 24 h | Potency, µM (series often up to 9.22 µM), for inactives: at the top dose activation, usual class: activators | 2.4% of 320,000 active;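 further: % of control where 0% means no effect; nearly all actives have a fitted effect of over 60% in size; reporter is driven by a mutant NPC1 promoter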
#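 Cells: Huh7 expressing luciferase under the NPC1 promoter, 1500/well. Seeded 2 h, compound added, incubated 24 h at 37 °C. Luciferase reagent, 10 min ambient, then luminescence.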
# VP16 counter: Gal4-VP16 reporter inhibition counter-screen; Drosophila S2 Gal4-VP16 UAS-luciferase, luminescence, 20 h; Potency, µM (highest dose often 53.6 µM), for the others: at the highest dose activity, negative = inhibition, usual class: inhibitors; 3.5% of 310,000 active; AID 2546;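 further: Gal4-VP16 expression switched on by copper sulfate through the metallothionein promoter; on the % scale 0 is the no-effect control and ±100 the full control effect; nearly all actives have a fitted effect of over 50% in size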
# BRCA1 expr act: increases BRCA1 expression; 1.1% of 380,000 active; MCF7-BRCA1-FFLuc reporter, luminescence, 48 h; response scale: scaled: vehicle 0%, 10 µM genistein 100%; Potency, µM (titrated, usually from 46.1 µM), for the others: top-dose activation, usual class: activators; further: nearly all actives have a fitted effect of over 80% in size; some results filed as inactive show a strong effect at the top dose
#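 48 h compound treatment of MCF7-BRCA1-FFLuc cells (phenol-red free MEM, 37 °C), then 15 min with luciferase substrate and luminescence imaging.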
# RORgamma inh: ROR gamma (mouse) transcription inhibition. Potency, µM (series often up to 53.6 µM), inactives show top-dose activity change, negative = inhibition, actives largely listed as inhibitors. Drosophila S2 Gal4-RORgamma UAS-luciferase reporter, 20 h. AID 2551. P51450. 5.4% of 310,000 active; further: on the % scale 0 is the no-effect control and ±100 the full control effect; nearly all actives have a fitted effect of over 60% in size
# Target sequence (P51450 whole entry, looked up, the tested form may be a part): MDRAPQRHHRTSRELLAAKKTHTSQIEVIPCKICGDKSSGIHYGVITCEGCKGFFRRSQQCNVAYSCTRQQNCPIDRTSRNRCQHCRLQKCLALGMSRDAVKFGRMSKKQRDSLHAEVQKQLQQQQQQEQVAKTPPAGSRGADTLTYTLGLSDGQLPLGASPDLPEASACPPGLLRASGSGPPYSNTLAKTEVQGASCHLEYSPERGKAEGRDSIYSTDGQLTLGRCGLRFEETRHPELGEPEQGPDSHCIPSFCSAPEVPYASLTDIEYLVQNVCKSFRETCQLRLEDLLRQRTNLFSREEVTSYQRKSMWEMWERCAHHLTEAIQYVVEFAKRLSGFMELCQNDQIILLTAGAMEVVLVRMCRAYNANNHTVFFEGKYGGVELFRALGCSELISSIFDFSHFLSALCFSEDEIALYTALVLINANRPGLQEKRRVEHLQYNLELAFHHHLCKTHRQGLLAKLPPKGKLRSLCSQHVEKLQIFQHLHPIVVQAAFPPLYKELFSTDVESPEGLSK
#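 Luminescence from a UAS-regulated Photinus luciferase reporter in stably transfected Drosophila Schneider cells is measured; decreased signal marks ROR gamma inhibition. Fusion expression is induced by 700 uM copper sulfate for 20 hr.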
# MBNL1-CUG inh: MBNL1-poly(CUG) RNA binding inhibition | AID 2675 | TR-FRET MBNL1-His/biotin-(CUG)12 binding, 665/545 ratio | 0.036% of 280,000 active | Potency, µM (top dose mostly 57.5 µM), for the others: at the top dose activity change, negative = inhibition, hits mostly inhibitors | Q9NR56; active means well fitted inhibition curve with a large enough effect in the signal ratio, with a control signal flat, not every such curve was filed as active; inconclusive means small, poorly fitted or top-dose-only effect, or effect the other way, or a change in a side signal; inactive means no such curve, though single readings can be large or run the other way; the % refers to the signal ratio; further: on the % scale 0 is the no-effect control and ±100 the full control effect
# Target sequence (Q9NR56 whole entry, looked up): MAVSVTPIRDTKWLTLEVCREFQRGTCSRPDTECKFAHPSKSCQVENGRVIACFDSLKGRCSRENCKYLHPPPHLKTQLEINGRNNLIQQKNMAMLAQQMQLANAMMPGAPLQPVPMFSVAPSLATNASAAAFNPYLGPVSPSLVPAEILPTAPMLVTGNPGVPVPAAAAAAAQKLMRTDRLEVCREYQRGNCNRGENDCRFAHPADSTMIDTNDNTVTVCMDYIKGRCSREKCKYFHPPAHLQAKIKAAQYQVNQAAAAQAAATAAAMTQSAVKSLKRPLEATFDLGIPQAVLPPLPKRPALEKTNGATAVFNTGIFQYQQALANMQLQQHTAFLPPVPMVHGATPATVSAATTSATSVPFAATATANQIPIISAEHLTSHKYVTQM
#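 Compounds (final 92 nM to 58 uM) are added to His-tagged MBNL1 and biotin-(CUG)12, then terbium anti-His antibody and streptavidin-XL665 (5 nM final). After 60 min at room temperature, the 665/545 nm ratio is read.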
# p53 reactivation: re-activators of mutant p53. H1299 p53-A138V BP100-luciferase reporter, luminescence, 24 h. Potency, µM (doses to about 92.2 µM), for inactives: at the top dose activity change, positive = activation, usual class: activators. 0.063% of 320,000 active. AID 504706; further: % of control where 0% means no effect; nearly all actives have a fitted effect of over 45% in size
#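 p53-null H1299 cells stably carrying temperature-sensitive p53-A138V and a BP100-luciferase reporter were pinned with compounds (4-point, 1:5 series) and held 24 hrs at 37 deg C. Luminescence was read 10 min after detection reagent.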
# ELG1 genotox: induces genotoxicity in HEK293T cells with luciferase-tagged ELG1; 1.3% of 330,000 active; HEK293T ELG1-luciferase reporter, luminescence, 16 h; Potency, µM (doses to about 46 µM), for inactives: at the highest dose activity change, positive = activation, usual class: activators; AID 504466; further: % of control where 0% means no effect; nearly all actives have a fitted effect of over 60% in size
#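 DMSO vehicle served as control against compound-treated ELG1-luciferase HEK293T cells; exposure lasted 16 hr at 37 °C and 5% CO2, followed by ONE-Glo luminescence detection after 30 min.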
# Rab9 promoter act: activators of Rab9 promoter. Huh7 Rab9 promoter-luciferase reporter, luminescence, 24 h. Potency, µM (doses to about 9.22 µM), without a hit: at the top dose activation, negative = inhibition, actives largely listed as activators. 2.8% of 320,000 active. AID 485297; further: % of control where 0% means no effect; nearly all actives have a fitted effect of over 60% in size
#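 Huh7 cells stably carrying a Rab9 promoter-luciferase reporter, 1500 cells per well in OP-MEM I with 10% FBS, treated with compound 24 hours at 37C. Luciferase activity read by luminescence after 10 minutes with Amplite reagent.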
# FLuc counter: firefly luciferase modulation, counter-screen for miR-21 project; purified FLuc, Km substrates, luminescence inhibition; Potency, µM (series often up to 57.5 µM), for the others: top-dose activity change, negative = inhibition, hits mostly inhibitors; 6.9% of 360,000 active;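 further: plate controls were vehicle for no effect and reference inhibitor for full effect; nearly all actives have a fitted effect of over 55% in size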
#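 Purified P. pyralis luciferase, 10 nM final, with Km-level 10 uM D-luciferin and 10 uM ATP in 50 mM Tris acetate pH 7.5, 10 mM Mg acetate, 0.01% Tween-20, 0.05% BSA; 6-point qHTS titration about 60 µM downward; luminescence read.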
# Starred values were filed as active, the others as inactive; ? = inconclusive; / = not tested or not shown; & = joins results of further samples; [ ] = another dose, or the depositor's remark. Unless noted, the call rests on the fitted dose curve; in most records, active means well fitted curve in the direction sought with a large enough effect; inconclusive means small, poorly fitted or top-dose-only effect, or another doubt; inactive means no such curve, though single readings can be large; an effect the other way counts as inactive or inconclusive. Potency means the concentration at half of the fitted maximal effect.
SMILES,uPA surface inh,NPC1 prom act,VP16 counter,BRCA1 expr act,RORgamma inh,MBNL1-CUG inh,p53 reactivation,ELG1 genotox,Rab9 promoter act,FLuc counter
CCCCCC1CC(=O)C=C(C)C1C(=O)OC (stereo not drawn),0%,3%,2%,4%,7%,/,2%,0%,0%,0%
COc1cc2c(cc1NC(=S)NC(=O)/C=C/c1ccc(OC)c(OC)c1)oc1ccccc12,-2%,5%,-2%,-19%,-15%,/,5%,3%,1%,0%
Cn1ccnc1Sc1cc(Cl)ccc1[N+](=O)[O-],-8%,-2%,6%,-15%,-9%,?,3%,-1%,-8%,0%
N#Cc1cc([N+](=O)[O-])cnc1N(CCO)CCO,5%,-1%,-1%,-6%,7%,?,-2%,-1%,0%,0%
O=S(=O)(c1ccc(SCc2ccc(Br)cc2)nc1)N1CCOCC1,2%,1%,/,-9%,/,/,-3%,-1%,-3%,1%
COc1ccc(N2CCN(C(=O)c3oc4ccccc4c3NC(=O)Cc3cccc(OC)c3)CC2)cc1,-14%,3%,-11%,-27%,0%,-4%,8%,-5%,-2%,-1%
O=C(CNC(=O)Cc1ccccc1)NCC(=O)N1CCCCC1,0%,0%,3%,19%,-19%,-1%,20%,2%,-2%,0%
COc1ccc(-c2cn(CCC(=O)NCc3ccc(C)cc3)c(CCN)n2)cc1,6%,-1%,/,-10%,/,/,-12%,1%,0%,3%
COc1ccccc1CN1C(=O)CN(C2CCCC2)C(=O)C1c1ccc(F)cc1 (stereo not drawn),-11%,-2%,5%,-25%,6%,-6%,9%,1%,-5%,1%
COc1ccc(N2CCN(S(=O)(=O)c3cccs3)CC2)cc1,4%,2%,?,-18%,20%,?,-2%,-3%,-8%,-2%
CN1CCN(S(=O)(=O)c2cnccc2N2CCN(c3cccc(Cl)c3)CC2)CC1,-7%,0%,-12%,-26%,?,-8%[11.5 µM],-8%,-4%,-6%,-4%
N#Cc1nc(-c2ccc(Cl)cc2)oc1N1CCCCC1,/,5%,-4%,19%,6%,18%,8%,-2%,-2%,-20%
CC(=O)Nc1ccc(SCC(=O)Nc2sccc2C#N)cc1,2%,25%,2%,2%,22%,-2%,20%,?,30%,?
CCCC(=O)N(CCN1CCOCC1)c1nc2cc(C)c(C)cc2s1,-2%,2.5µM*,2%,4µM*,-8%,-1%,26%,?,2.2µM*,-12%
CCC(=O)N1CCc2cc(OC)c(OC)cc2C1COc1ccc(OC)cc1 (stereo not drawn),-4%,-1%,8%,-22%,7%,/,-1%,-1%,-1%,-9%
COc1ccccc1Nc1c2ccccc2nc2ccccc12,-20%,-11%,?,-53%,0%,?,-3%,-4%,-25%,?
CCOC(=O)Cc1csc(NC(=O)COc2ccc(C)cc2)n1,?,-1%,0%,24%,-7%,-15%,2%,0%,-1%,13µM*
CCCCOc1ccc(N2C(=O)CC(N(CCc3ccccc3)C(=O)/C=C/C(=O)O)C2=O)cc1 (stereo not drawn),-3%,1%,2%,-9%,19%,10%[11.5 µM],3%,-2%,-3%,0%
COc1ccc(OC)c(-n2cc3c(=O)n(C)c(=O)n(C)c3c2)c1,-11%,-6%,19%,-76%,-5%,17%,-2%,0%,-8%,15%
COc1ccc(NC(=O)NCc2cccnc2)cc1,0%,-2%,1%,30%,16%,-7%,5%,10%,-1%,3%
O=C(NCCc1cccs1)C1CC(c2ccccc2F)=NO1 (stereo not drawn),6%,0%,-8%,15%,7%,-7%,13%,12%,-1%,?
COC(=O)c1ccc2c(CCO)c[nH]c2c1,?,?,0%,?,-13%,2%,/,?,29%,24µM*
CC1(C)CC(NC(=O)c2ccccc2)CC(C)(C)N1,1%,-2%,-6%,-14%,-13%,2%,?,0%,1%,-1%
COc1ccc(Br)c(C(=O)OCc2cc(=O)oc3cc(C)ccc23)c1,3%,-1%,-8%,-6%,-6%,-4%,1%,14%,-2%,?
C[C@@]12C(=O)N(CCc3c[nH]c4ccccc34)CC(=O)N1[C@H]1c3ccccc3OC[C@@H]1[C@@H]2c1ccccc1,-5%,-2%,/,-71%,/,/,-4%,-3%,2%,-1%
CN1CCN(S(=O)(=O)c2ccc(NC(=O)c3ccc(Br)s3)cc2)CC1,/,-3%,1%,-4%,40%,-1%,6%,4%,-6%,-1%
O=C(COC(=O)CCCNC(=O)c1ccc(Cl)cc1)Nc1cc(Cl)ccc1Cl,2%,-2%,0%,13%,11%,6%,0%,4%,1%,17µM*
COc1ccc(C(CCNC(C)c2ccccc2)C(C)C)cc1 (stereo not drawn),2%,1%,0%,-33%,-13%,2%,1%,-8%,-9%,2%
Cn1c(CCNC(=O)c2ccccc2Cl)n[nH]c1=S,4%,-2%,-3%,0%,-19%,2%,-1%,2%,-8%,-1%
Cc1ccccc1OCc1nnc(SCC(=O)O)n1-c1cccc(Cl)c1,-24%,0%,0%,19%,10%,-10%,/,-3%,-5%,1%
CC1Cc2ccccc2N1C(=O)c1cc2c(=O)n3ccccc3nc2n1C (stereo not drawn),-1%,1%,-7%,-56%,19%,5%,-4%,-9%,-1%,-10%
O=C(COC(=O)CC1CCCC1)Nc1ccc(Cl)cn1,-2%,0%,/,-11%,/,/,-3%,2%,-1%,/
Cc1cc2oc(=O)cc(CN3CCC(C)CC3)c2cc1C,-10%,15%,7%,74%,11%,7%,24%,?,19%,?
CN1CCC(N(C)S(=O)(=O)c2ccc(NC(=O)COc3ccc(F)cc3)cc2)CC1,-6%,0%,/,-11%,/,/,6%,0%,-2%,5%
CCOC(=O)c1c(C)c(C(=O)NC(C)COC)c(C)n1CC (stereo not drawn),/,0%,5%,3%,40%,7%,8%,1%,-1%,5%
CCCc1nc2c(C)cc(-c3nc4ccccc4n3C)cc2n1Cc1ccc(-c2ccccc2C(=O)O)cc1,9%,0%,6%&2%,9%,39%&0%,1%,/,/,2%,13µM*

# An excerpt from above in order of the BRCA1 expr act value, high to low:
canonical_smiles	uPA surface inh	BRCA1 expr act	RORgamma inh	MBNL1-CUG inh	p53 reactivation	Rab9 promoter act
COc1ccc(NC(=O)NCc2cccnc2)cc1	0%	30%	16%	-7%	5%	-1%
O=C(NCCc1cccs1)C1CC(c2ccccc2F)=NO1 (stereo not drawn)	6%	15%	7%	-7%	13%	-1%
CN1CCN(S(=O)(=O)c2cnccc2N2CCN(c3cccc(Cl)c3)CC2)CC1	-7%	-26%	?	-8%[11.5 µM]	-8%	-6%

# Going on with the list:
SMILES,uPA surface inh,NPC1 prom act,VP16 counter,BRCA1 expr act,RORgamma inh,MBNL1-CUG inh,p53 reactivation,ELG1 genotox,Rab9 promoter act,FLuc counter
Cc1cc(NC(=O)COC(=O)c2ccc(C)c(C)c2)no1,-3%,/,/,-3%,/,/,2%,2%,/,/
CCc1c(C)sc2nc(C(C)C)nc(SCC(=O)N3CCc4ccccc4C3)c12,?,-1%,3%,-80%,?,5%,2%,-7%,-5%,0%
CC1CCN(CC[C@H]2CCCN2S(=O)(=O)c2cccc(O)c2)CC1,-5%,7%[46.1 µM],-9%,-17%,3%,/,-1%,5%,-10%[46.1 µM],3%
Clc1cccc(OCCN2CCNCC2)c1,6%,2%,-6%,22%,-6%,/,-10%,-4%,-5%,4%
CCOc1ccc(C(=O)/C=C/c2ccccc2C(F)(F)F)cc1,12%,14%,-3%,-30%,-1%,-2%,12%,1%,10%,5.4µM*
COc1cc(NC(=O)c2ccccc2)c(OC)cc1NC(=O)Cc1ccccc1,4%,-4%,-5%,-25%,12%,-7%,0%,-2%,-2%,-18%
CCc1n[nH]c(=S)n1N=C1CCC(C)CC1 (stereo not drawn),8%,-3%,-12%,18%,-4%,-3%,17%,0%,-1%,2%
CCn1c(SCC(=O)N2CC(C)OC(C)C2)nc2c([nH]c3ccccc32)c1=O (stereo not drawn),0%,1%,-19%,-38%,?,-1%,-1%,-2%,2%,-4%
Cc1cc(C)cc(N2CC(c3nc4ccccc4n3C)CC2=O)c1 (stereo not drawn),-15%,0%,16%,26%,?,0%,-1%,2%,-3%,-1%
O=C(c1cc(C2CC2)on1)N1CCCC(N2CCN(c3ccc(F)cc3)CC2)C1 (stereo not drawn),1%,-18%,?,-8%,2%,-4%,-5%,-5%,4%,0%
Cc1nn(CC2CC2)c(=O)n1-c1ccc(C(C)C)cc1,-3%,3%,-14%,2%,0%,-3%,5%,5%,21%,-7%
CCOCC(O)CNC(=O)c1ccc(OC2CCN(C(=O)c3cccnc3)CC2)cc1 (stereo not drawn),5%,-1%,0%,0%,0%,1%,18%,0%,-4%,1%
O=C(Cc1ccc(-n2cnnn2)cc1)NC12CC3CC(CC(C3)C1)C2,7%,-2%,2%,-33%,8%,-3%,-4%,0%,1%,-2%[2.3 µM]
Cn1nnc(NC(=S)NC(=O)c2ccccc2)n1,3%,1%,?,12%,3.5µM*,8%,3%,3%,-3%,6%
COc1ccc(NC(=O)c2c(-c3c(Cl)cccc3Cl)noc2C)cn1,?,-2%,9%,-10%,4%,0%,-8%,-7%,6%,2%
CCOC(=O)c1ccc(NS(=O)(=O)c2ccc3c(c2)CCCN3C(C)=O)cc1,0%,-9%,/,-28%,38%[0.365 µM],-8%,-22%,11%,8%,4%
COc1ccccc1OCC(=O)N1CCCCCCC1,-2%,-4%,-2%,10%,-41%,4%,?,5%,-2%,1%

# No enrichment for hits (roughly 13% active in at least one column).
